GlmU inhibition = inhibition of mycobacterial GlmU enzyme – biochemical, glucosamine-1-phosphate acetyltransferase (AID 1376). one-dose inhibition, %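 (tested at 30 µM in the primary screen)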; IC50 in µM for titrated hits. 220,000 tested, 0.25% active. M. tuberculosis GlmU acetyltransferase enzyme assay; higher % means a stronger effect. Bifunctional protein GlmU (Mycobacterium tuberculosis (strain ATCC 25618 / H37Rv)); in the data active = inhibition above about 13%; inconclusive = no clear call, values can overlap the other calls;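 also: 0% = complete reaction with vehicle and 100% = reaction without substrate; strong numbers were not always called active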
Mtb RmlCD inh = M. tuberculosis RmlC/RmlD coupled enzyme inhibitors, primary screen, biochemical, compound mixtures, 384-well, from 1536-well plates. dTDP-4-dehydrorhamnose reductase (Mycobacterium tuberculosis (strain ATCC 25618 / H37Rv)) …. inhibition, % at 3.6 µM. 160,000 tested, 0.03% active. RmlC+RmlD coupled enzyme assay, percent inhibition; primary screen in compound mixtures; in the data active = inhibition mostly above about 34%, no sharp cut-off; inconclusive = no clear call, values can overlap the other calls; inactive = mostly below about 22%; also: some results filed as inactive read as strong as hits
Target sequence (P9WH09 whole entry, looked up): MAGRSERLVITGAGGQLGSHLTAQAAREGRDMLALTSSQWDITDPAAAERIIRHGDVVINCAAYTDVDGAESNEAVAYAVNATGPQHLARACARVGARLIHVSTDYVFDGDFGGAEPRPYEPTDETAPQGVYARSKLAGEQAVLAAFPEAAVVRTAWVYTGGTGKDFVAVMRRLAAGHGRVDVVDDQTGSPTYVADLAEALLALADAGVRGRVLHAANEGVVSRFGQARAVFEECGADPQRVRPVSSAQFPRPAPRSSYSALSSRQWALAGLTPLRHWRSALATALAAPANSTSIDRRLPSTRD
Target sequence (P9WH11 whole entry, looked up): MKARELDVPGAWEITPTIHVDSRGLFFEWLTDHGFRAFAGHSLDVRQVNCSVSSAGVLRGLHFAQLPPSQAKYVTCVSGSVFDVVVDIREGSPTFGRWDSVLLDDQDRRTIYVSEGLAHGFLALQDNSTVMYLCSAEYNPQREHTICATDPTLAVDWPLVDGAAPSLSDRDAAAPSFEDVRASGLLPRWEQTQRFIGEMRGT
* marks the source's active call; other numbers are inactive results; ? = inconclusive; / = not tested or not shown. A portion of the library, so the mix of outcomes need not match the whole.

SMILES	GlmU inhibition	Mtb RmlCD inh
O=C(CSc1nnnn1-c1ccc(F)cc1)NC1CCCCC1	2.4%	/
CCn1c(-c2cccn(Cc3ccc(Cl)cc3Cl)c2=O)n[nH]c1=S	2.0%	-9
COc1ccc(C2C(C(=O)Nc3cccc(C)n3)c3ccccc3C(=O)N2C)cc1 (stereo not given)	-5.5%	0
CCSCc1nnc(SCC(=O)Nc2nccs2)n1CC	4.6%	4
COC(=O)c1ccc(COc2ncnc3c(Cl)cc(Cl)cc23)o1	-0.1%	/
O=C(CC1SC(=O)N(c2ccccc2)C1=O)Nc1ccc(Br)cc1 (stereo not given)	-2.7%	/
COc1ccc(C(=O)NC(=S)Nc2ccc3oc(=O)ccc3c2)cc1OC	-7.5%	/
COCCNS(=O)(=O)c1ccc(F)c(OC)c1	4.7%	8
CC1CCCN(S(=O)(=O)c2ccc(S(=O)(=O)NC(C)c3cccs3)cc2)C1 (stereo not given)	-2.5%	5
O=C(Nc1ccc(Oc2cccnc2)cc1)c1ccccc1F	0.8%	/
CC(C)CC(NC(=O)C(CC(C)C)NC(=O)C(Cc1ccc(OCc2ccccc2)cc1)NC(=O)OC(C)(C)C)C(N)=O (stereo not given)	4.5%	/
Cc1c(C#N)c(O)n(CCO)c(=O)c1N=Nc1ccc(S(N)(=O)=O)cc1	-1.4%	-6
COc1ccc(C(=O)C2CC2c2ccc3c(c2)OCO3)cc1 (stereo not given)	-2.4%	10
Cc1ccc2ncc(NC(=O)c3ccc(F)cc3)c(=O)n2c1	1.5%	0
COC(=O)C1(C(=O)OC)NOC2C(=O)N(c3ccc(Cl)cc3Cl)C(=O)C21 (stereo not given)	-4.0%	/
CCCCS(=O)(=O)NC1=NCN(Cc2ccco2)CN1	0.4%	-2
Cc1cccc(NC(=O)c2cn(-c3ccccc3)nc2-c2ccccc2)c1	6.7%	-13
CN(Cc1ccccc1)C(=O)C1CCCN(Cc2ccc(Cl)cc2)C1 (stereo not given)	-2.6%	/
CCN(CC)CCOC(=O)c1ccc(NC(=O)CCNC(=O)Cn2ccc3ccccc3c2=O)cc1	2.2%	/
Cc1nc2ccc(Nc3nc4cc(S(=O)(=O)N5CCOCC5)ccc4o3)cc2s1	5.4%	/
O=C(CSc1nc2ccccc2c(=O)n1Cc1ccco1)c1ccc(F)cc1	3.5%	-7
c1ccc(-c2cn3cccnc3n2)cc1	6.4%	/
COC(=O)Nc1ccccc1C(=O)N1CCC(O)(c2ccc(Cl)cc2)CC1	2.6%	3
O=C(Cc1ccc2c(c1)CCCC2)Nc1ccccc1Cl	-8.0%	8
CCOc1ccc(Nc2nc(N)nc(CCl)n2)cc1	3.6%	-2
Cc1cc(C(=O)COC(=O)CNC(=O)c2ccccc2)c(C)n1CC1CCCO1 (stereo not given)	-3.1%	-11
CC(=O)N1C(=O)c2cccc3cccc(c23)C(=O)N1C(C)=O	-4.5%	-3
C=C1CCN([C@H](C(=O)NCc2ccc(Cl)c(Cl)c2)C(C)C)S(=O)(=O)c2ccccc21	0.6%	1
CN(C(=O)COC(=O)c1cc(NS(=O)(=O)c2cc([N+](=O)[O-])ccc2Cl)ccc1O)C1CCCCC1	-2.3%	33
N=C1CCC(=N)c2c1c(O)c1ccccc1c2O	12%	65

Full records as entered above. Values in the order: GlmU inhibition	Mtb RmlCD inh
`O=C(Cc1ccc2c(c1)CCCC2)Nc1ccccc1Cl` in the list: -8.0%	8
`CC(=O)N1C(=O)c2cccc3cccc(c23)C(=O)N1C(C)=O` in the list: -4.5%	-3

Additional results:
SMILES	GlmU inhibition	Mtb RmlCD inh
Cc1nn(Cc2c(F)c(F)c(F)c(F)c2F)c(C)c1NC(=O)c1ccc(COc2ccc(F)cc2)o1	2.2%	-6
COc1ccc2cc(Br)ccc2c1CC(=O)NC1CC(C)(C)NC(C)(C)C1	-7.1%	10
Cc1cc(C(=O)Nc2ccc(S(=O)(=O)N3CCCC3)cc2)no1	-0.8%	26
CCOC(=O)C1CCN(C(=O)Nc2cccc(Cl)c2)CC1	-2.8%	/
COc1ccc(NC(=O)NCCCN2CCc3ccccc3C2)cc1	-1.9%	-9
COC(=O)c1ccc(Cl)c(NC(=O)CN(c2ccc(OC)c(OC)c2)S(C)(=O)=O)c1	3.5%	-11
CSc1ccccc1NC(=O)c1cc2ncc(Br)cn2n1	-1.5%	0
CCc1cc(C(=O)N2CCCC(CCC(=O)N3CCN(c4ccccn4)CC3)C2)no1 (stereo not given)	2.8%	-3
O=C(Oc1ccccc1-c1nnco1)c1ccc(Cl)cc1	4.0%	10
Cc1ccc(/C=N/NC(=S)Nc2cccc(S(=O)(=O)N(C)C)c2)o1	5.0%	-5
CC(C)(C)n1cnc2cc(NCc3cccs3)ccc21	-6.3%	-7
COc1ccc(C(=O)N2CCC(C(=O)c3ccc(F)cc3)CC2)cc1	-3.7%	/
N#Cc1cccc(NC(=S)Nc2ccccc2)c1	-2.5%	-14
CC(C)(C)c1nnc(NC(=O)Nc2ccc(Cl)cc2)s1	3.1%	4
CCOc1ccc(NC(=O)COC(=O)c2ncc(Cl)c(Cl)c2Cl)cc1	-3.2%	7
Cc1ccc(-n2[nH]c(C)c(/C=N/NC(=O)c3cccc([N+](=O)[O-])c3)c2=O)cc1C	2.1%	-7
C#Cc1ccc([C@H]2C=C(C(=O)N3CCN(Cc4ccccc4)CC3)O[C@@H](OCc3ccc(CO)cc3)C2)cc1	-2.3%	/
Cc1ccc(S(=O)(=O)N2CCCC2C(=O)Nn2cnnc2)cc1 (stereo not given)	-3.0%	/
Cc1cc(C)n(CCNC(=O)CCc2nnc(CCc3ccccc3)o2)n1	1.9%	-9
COc1ccccc1CC(=O)Nc1cccc(C(=O)NN2C(=O)c3ccccc3C2=O)c1	-3.9%	?
Cn1ccnc1SCC(=O)NC1CCCCC1	0.2%	18
O=C(COC(=O)C1CC1)NC(=O)NCc1ccccc1	-0.6%	4
COC(=O)N1CCN(c2ccc(C)cc2)C(C)C1 (stereo not given)	0.0%	1
C/C(=N\OCC(=O)NC(C)C)c1cccs1	-1.7%	-9
CCOC(=O)N/N=C/c1ccc(Oc2ccccc2)cc1	-3.4%	6
O=C(c1ccco1)N1CCN(C(c2ccc(F)cc2)c2nnnn2Cc2cccs2)CC1 (stereo not given)	-1.8%	/
Cc1ccc(N(NC(=O)C(O)(c2ccccc2)c2ccccc2)C(=O)CCl)cc1	6.0%	6
COc1ccccc1NC(=O)c1ccc(S(=O)(=O)N(C)C)cc1	10%	/
COc1cc2c(cc1NC(=O)CSc1ccc(C)cc1)oc1ccccc12	2.2%	18
N#Cc1c(NC(=O)CN2C(=O)c3ccccc3C2=O)oc(-c2ccccc2)c1-c1ccccc1	6.3%	/
O=C(CSc1ncnc2nc[nH]c12)Nc1ccc(Br)cc1Cl	7.1%	-5
Cc1[nH]c2ccccc2c1Cc1nnc(SCc2ccccc2)o1	3.5%	-11
CCCCNC(=O)c1ccc2c(c1)ncn2C1CCCC1	0.7%	/
Cc1cccc(NC(=O)CSc2nnc(-c3ccco3)o2)c1C	1.6%	11
CCCNC(=S)Nc1ccc(Oc2ccccc2)cc1	-0.4%	/
O=C1CC2(CCCCCC2)Oc2ccc(Cl)cc21	2.4%	/
CCOC(=O)C1CCN(c2c(NCCCN3CCN(Cc4ccccc4)CC3)c(=O)c2=O)CC1	0.4%	/
CC1=Nn2c(nnc2-c2n[nH]c3c2CCC3)SC1	-0.3%	9
CCCCCCSc1nc2c(c(=O)[nH]c(=O)n2C)n1C	0.9%	/
O=C(NCc1ccc2c(c1)OCO2)C1CCC(CNS(=O)(=O)c2cccc3nsnc23)CC1 (stereo not given)	3.4%	-4
CCOC(=O)C1=C(C)N(C)C(=S)NC1c1c(OCC)ccc2ccccc12 (stereo not given)	-0.7%	-10
COc1ccc(CCNC(=O)CSc2nncs2)cc1	-0.3%	0
CN(C)c1ccc(NC(=S)NCC2CCCO2)cc1 (stereo not given)	2.0%	4
CCOc1ccc2ccccc2c1C(=O)N1CCOCC1	-2.6%	8
Cc1ccn2c(c1)nc(=S)n2C(=O)c1ccco1	0.0%	/
O=C(CCC1CCCN(C(=O)COc2ccccc2)C1)N1CCN(c2ccccn2)CC1 (stereo not given)	1.5%	/
O=C(NNC(=O)C1CC(c2cccnc2)=NO1)Nc1cccc(F)c1 (stereo not given)	/	-6
C/C(CC(=O)NC1C2CC3CC(C2)CC1C3)=N\NC(=O)Cc1cccs1 (stereo not given)	-7.1%	-9
COC(=O)c1c(Cc2ccccc2Cl)c[nH]c1C	-2.2%	4
CC(=O)c1c(C)n([O-])c2cc(F)c(F)cc2[n+]1=O	-0.6%	6
O=C(N/N=C/c1ccc(F)cc1)c1ccccc1	-3.7%	-8
Nc1nc(-c2ccccc2)cc(-c2ccccc2O)n1	-4.7%	/
COc1ccc(CC2(C)OC(c3ccc([N+](=O)[O-])cc3)=NN2C(C)=O)cc1 (stereo not given)	2.0%	-10
CCOC(=O)c1nc(Nc2ccc(C)cc2)c2ccccc2n1	-6.5%	-9
CSc1ccccc1C(=O)OCC(=O)NC1CCS(=O)(=O)C1 (stereo not given)	1.4%	-5
COCCC(=O)Nc1ccc2c(c1)CN(C(=O)CCOC)CC2	0.1%	14
CCOC(=O)c1sc(N)c(C(=O)OCC)c1C	2.0%	1
CCOC(=O)c1ccc(NC(=O)CCNC(=O)c2ccc([N+](=O)[O-])cc2)cc1	-0.5%	5
O=C(Nc1ccccc1O)/C(=C\c1ccccc1)NC(=O)c1ccccc1	2.6%	-14
O=c1c(-c2ccccc2)n[nH]c2ccccc12	8.0%	/
The results go on:
SMILES	GlmU inhibition	Mtb RmlCD inh
CCn1c(Cc2ccccc2)nnc1SCc1nc2ccccc2c(=O)[nH]1	2.3%	-15
C=C(C=O)C[C@@H]1C[C@H](O)C2OC3C[C@]4(C)OC5/C=C\CC6OC7C(CC=CCC6OC5CCCC4OC3CC2O1)OC1CC2OC3CC(=O)OC3C[C@@H](C)C[C@@]2(C)OC1C[C@@H]7C (stereo not given in full)	2.2%	/
COc1cc(/C=N/NC(=O)c2sc(N)c(C#N)c2C)ccc1O	2.1%	-2
O=C(NC(=S)Nc1ccccc1N1CCCCC1)c1ccco1	2.1%	-5
CCOc1cc(NC(=O)C2CCCCC2)c(OCC)cc1NC(=O)c1ccco1	-2.2%	7
Cc1cc(NC(=O)/C=C/C(=O)N(c2ccccc2C)C(C(=O)NC2CCCC2)c2ccc(F)cc2)no1 (stereo not given)	/	7
Cc1ccc(CSc2ccc(-c3ccco3)nn2)cc1	-1.2%	14
COc1ccc(-c2ccc(C#N)c(SCC(=O)Nc3sc4c(c3C#N)CCC4)n2)cc1	2.0%	/
O=C(NCCNS(=O)(=O)c1ccc(C(F)(F)F)cc1)N1CCOCC1	-1.5%	/
CC1(C)Cc2c(sc3nc4n(c(=N)c23)CCC4)CO1	4.1%	/
CCNc1ccc(N=Nc2c(C)n(C)n(-c3ccccc3)c2=O)cc1	-0.8%	10
COC(=O)/C(=C(/F)SCC(C)=O)C(F)(F)F	1.4%	/
CCCCCC(=O)N=Nc1c(O)[nH]c2ccc([N+](=O)[O-])cc12	7.2%	4
CCOC(=O)C1(Cc2ccccc2C(F)(F)F)CCN(CC(O)CO)CC1 (stereo not given)	-1.2%	-8
Cc1ccc(-c2nnn(CC(=O)NC3CCN(Cc4ccccc4)CC3)n2)cc1	1.2%	/

4 of the compounds above, with two lines to a compound.
Values run as follows: GlmU inhibition | Mtb RmlCD inh
- Cc1ccc(CSc2ccc(-c3ccco3)nn2)cc1
→ -1.2% | 14
- COc1ccc(-c2ccc(C#N)c(SCC(=O)Nc3sc4c(c3C#N)CCC4)n2)cc1
→ 2.0% | /
- O=C(NCCNS(=O)(=O)c1ccc(C(F)(F)F)cc1)N1CCOCC1
→ -1.5% | /
- CC1(C)Cc2c(sc3nc4n(c(=N)c23)CCC4)CO1
→ 4.1% | /

Further entries:
SMILES	GlmU inhibition	Mtb RmlCD inh
COc1ccc(CC(=O)Nc2ccc(C(=O)NC(C)(C)C)cc2)cc1OC	-2.7%	-14
Cc1nn(-c2cccc(Cl)c2)c2nc(C(F)(F)F)[nH]c(=O)c12	-3.5%	6
C=CCNS(=O)(=O)c1ccc2nsnc2c1	1.3%	5
COCCOC(=O)C1=C(C)NC(SCC(=O)NC(C)(C)C)=C(C#N)C1c1ccco1 (stereo not given)	3.1%	/
Cc1ccc(-n2ncc3c(=O)n(CC(=O)N4CCCc5ccccc54)cnc32)cc1C	1.0%	/
C=CCSc1nncn1/N=C/c1ccc(OC)cc1	5.7%	0
CCOC(=O)Nc1ccc2c(c1)N(C(=O)CN1CCN(C)CC1)c1ccccc1S2	-2.9%	3
Cc1[nH]nc(N=CC2=C(O)CC(C)(C)CC2=O)c1-c1ccccc1	5.7%	21
CCCCOC(=O)c1ccc(N=Nc2c(C)c(C#N)c(O)[nH]c2=O)cc1	7.3%	-4
Cc1cc(C)nc(NC(=O)c2ccc(C)c([N+](=O)[O-])c2)n1	-4.9%	9

Quoted at random: 7 compounds from above.
SMILES	GlmU inhibition	Mtb RmlCD inh
Cc1cc(C)nc(NC(=O)c2ccc(C)c([N+](=O)[O-])c2)n1	-4.9%	9
Cc1ccc(-n2ncc3c(=O)n(CC(=O)N4CCCc5ccccc54)cnc32)cc1C	1.0%	/
CCOC(=O)Nc1ccc2c(c1)N(C(=O)CN1CCN(C)CC1)c1ccccc1S2	-2.9%	3
Cc1nn(-c2cccc(Cl)c2)c2nc(C(F)(F)F)[nH]c(=O)c12	-3.5%	6
C=CCSc1nncn1/N=C/c1ccc(OC)cc1	5.7%	0
CCCCOC(=O)c1ccc(N=Nc2c(C)c(C#N)c(O)[nH]c2=O)cc1	7.3%	-4
COc1ccc(CC(=O)Nc2ccc(C(=O)NC(C)(C)C)cc2)cc1OC	-2.7%	-14

High-throughput results as filed in PubChem BioAssay.
